MrgX1 antag = antagonists of human MrgX1 receptor; 310,000 tested, 1.3% active; B-score at 10 µM; Q96LB2; AID 588676; MRGX1-HEK293 calcium flux, Fluo-4, BAM8-22 antagonism; stronger effect = lower value;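 active = calcium-response B-score plate-corrected more than 3 library SD below zero, starting fluorescence within 5 deviations, no agonist response on first addition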;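 note: peak minus trough fluorescence over baseline after final BAM8-22 challenge near maximal dose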
MrgX1 allo act = allosterically activates human MrgX1 receptor signaling. Q96LB2. MrgX1-HEK293, Fluo-4 calcium flux, FDSS; stronger effect = higher value. B-score at 10 µM. 310,000 tested, 0.63% active;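 active = plate-corrected calcium response at least 3 library SD above typical, normal starting fluorescence, not activating the receptor alone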;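 note: compound read alongside a low EC10 to EC30 dose of BAM8-22 agonist; peak minus trough fluorescence over baseline measured at the second addition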
TMEM16A inh = inhibitors of mouse TMEM16A calcium-activated chloride channel; 310,000 tested, 1.2% active; normalized B-score (activity score, 25-100; higher = stronger inhibition) at 10 µM; HEK293 TMEM16A/YFP iodide influx fluorescence, ionomycin;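 active = ratio plate-corrected score three or more library SD toward inhibition, starting fluorescence score within five deviations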;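 note: score derived from kinetic fluorescence span divided by baseline fluorescence per well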
TRPC6 inhibitor = blocks the mouse TRPC6 cation channel | Q61143 | HEK293-TRPC6, membrane potential dye, ACh-evoked depolarization; stronger effect = lower value | B-score at 10 µM | 310,000 tested, 1.1% active | AID 2553;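 active = B-score under library mean minus 3 SD, initial fluorescence not abnormally high, positive integrated signal ratio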;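 note: B-score derived from integrated fluorescence ratio over the kinetic read; more negative B-score means stronger inhibition of depolarization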
Target sequence (Q61143 whole entry, looked up): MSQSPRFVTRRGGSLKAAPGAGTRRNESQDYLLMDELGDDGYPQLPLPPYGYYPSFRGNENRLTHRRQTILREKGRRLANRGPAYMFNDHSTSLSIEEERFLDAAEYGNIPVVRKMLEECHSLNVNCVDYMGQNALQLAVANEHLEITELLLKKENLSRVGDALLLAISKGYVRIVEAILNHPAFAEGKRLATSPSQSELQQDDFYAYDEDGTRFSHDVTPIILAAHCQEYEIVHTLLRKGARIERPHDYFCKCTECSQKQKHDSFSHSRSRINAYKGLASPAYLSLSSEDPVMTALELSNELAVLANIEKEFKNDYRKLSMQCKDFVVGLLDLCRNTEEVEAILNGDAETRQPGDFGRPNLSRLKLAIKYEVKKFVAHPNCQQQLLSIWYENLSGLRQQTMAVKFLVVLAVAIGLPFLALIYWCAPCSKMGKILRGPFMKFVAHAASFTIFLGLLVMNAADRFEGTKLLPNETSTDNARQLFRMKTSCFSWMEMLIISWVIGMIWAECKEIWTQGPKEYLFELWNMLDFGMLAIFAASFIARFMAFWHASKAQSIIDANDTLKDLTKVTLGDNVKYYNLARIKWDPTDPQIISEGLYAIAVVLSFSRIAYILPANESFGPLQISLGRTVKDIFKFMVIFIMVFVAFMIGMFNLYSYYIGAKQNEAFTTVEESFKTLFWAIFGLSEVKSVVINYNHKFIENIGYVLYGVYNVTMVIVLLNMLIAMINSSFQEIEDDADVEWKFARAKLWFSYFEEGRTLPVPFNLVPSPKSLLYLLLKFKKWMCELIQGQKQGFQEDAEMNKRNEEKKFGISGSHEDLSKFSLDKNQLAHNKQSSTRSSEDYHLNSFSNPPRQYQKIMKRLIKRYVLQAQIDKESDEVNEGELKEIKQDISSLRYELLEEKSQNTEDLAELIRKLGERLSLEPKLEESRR
TRPC6 activator = mouse TRPC6 channel activation; Q61143; HEK293-TRPC6 membrane potential dye fluorescence; stronger effect = higher value; B-score at 10 µM; 310,000 tested, 0.13% active; AID 2550;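 active = B-score of the integrated fluorescence ratio above library mean plus 3 SD, and starting fluorescence ratio within library mean plus 5 SD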;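 note: higher score means more depolarization so channel activation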
ANO1 activ = activates or potentiates the mouse TMEM16A chloride channel. B-score at 10 µM. HEK293 TMEM16A/YFP-H148Q/I152L, iodide quench fluorescence; stronger effect = lower value. 340,000 tested, 0.3% active. AID 623877. Q8BHY3;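 active = fluorescence-ratio B-score plate-corrected deviation score at least 3 library SD below zero, with starting fluorescence score within 5 deviations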;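 note: channel opened by trigger with iodide after compound preincubation; score built on the fluorescence ratio of max minus min over baseline; more negative score means more quench and so TMEM16A activation or potentiation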
MrgX1 ag = human MrgX1 receptor agonism, primary screen. Q96LB2. MrgX1-HEK293 cells, Fluo-4 calcium fluorescence, agonist mode; stronger effect = higher value. B-score at 10 µM. 310,000 tested, 0.44% active. AID 588627;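 active = calcium response B-score plate-corrected fluorescence ratio at least 3 library SD, with starting fluorescence B-score inside 5 SD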
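Test system: HEK293 cells stably expressing human MrgX1 receptor; Input: fifteen thousand cells per well; Dosing: compound delivered in addition one of three; Schedule: overnight seeding, then 1 h dark dye loading; Technique: Fluo-4 NW calcium fluorescence; Measure: B-scored fluorescence response ratio; Controls: positive and negative controls per plate.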
TRPC4 potent = allosteric potentiators of mouse TRPC4 channel; B-score at 10 µM; AID 2227; HEK293 TRPC4beta/mu-opioid, DAMGO EC20, Fluo-4 Ca2+ flux; stronger effect = higher value; Q9QUQ5; 310,000 tested, 0.42% active;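 active = B-score of calcium response area above 5 SD of library B-scores, with initial fluorescence ratio within 5 SD of library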;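 note: B-score of integrated fluorescence ratio over time as area under calcium response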
SKKanGAS inh = blocks kanamycin growth of S. pyogenes SKKanGAS strain; BacTiter-Glo, 6 h; inhibition, % at 7.5 µM; 300,000 tested, 1.3% active; AID 1662;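 active = mean replicate score, as percent of positive control median, at least 50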;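 note: strain carries kanamycin resistance gene driven by streptokinase promoter and grows in 40 µg/ml kanamycin; loss of luminescence reflects streptokinase promoter inhibition or plain growth inhibition; 0% = median of DMSO wells and 100% = positive control at its reference dose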
TRPC4 agonist = activators of mouse TRPC4 channel. HEK293 TRPC4beta/mu-opioid, Fluo4 calcium fluorescence; stronger effect = higher value. B-score at 10 µM. 310,000 tested, 0.49% active. AID 2237;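 active = B-score above 5 SD of library B-scores, and initial fluorescence ratio not above library mean plus 5 SD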;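 note: positive B-score marks a calcium rise read as TRPC4 activation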
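Material: TRPC4beta and mu-opioid receptor HEK293 stable cells | Incubation: 45 min room-temperature Fluo4 loading, 110 s read | Detection: Kinetic Fluo4 calcium fluorescence | Measure: Integrated baseline-normalised fluorescence ratio, converted to per-well B score | Benchmarks: Low control buffer alone, high control maximal DAMGO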
TRPC4 inh = inhibitors of mouse TRPC4 channel; HEK293 TRPC4beta/mu-opioid, DAMGO-evoked Fluo4 calcium flux; stronger effect = lower value; B-score at 10 µM; 300,000 tested, 0.39% active; AID 2247;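 active = B-score over 3 SD under the library average, no early fluorescence shift, positive overall ratio signal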
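Assay system: TRPC4beta/mu-opioid receptor HEK293 cell line; compound dosing: single concentration per test compound; detection: Fluo4 Ca2+ flux fluorescence; evaluation: per-well B score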
* marks the source's active call; other numbers are inactive results; i = inactive; / = no result given.

SMILES | MrgX1 antag | MrgX1 allo act | TMEM16A inh | TRPC6 inhibitor | TRPC6 activator | ANO1 activ | MrgX1 ag | TRPC4 potent | SKKanGAS inh | TRPC4 agonist | TRPC4 inh
CCCCN(CCCC)CP(=O)(c1ccccc1)c1ccccc1 | i | i | i | i | i | i | i | i | -6 | i | i
CCC(C)[C@H](NC(=O)N1c2ccccc2NC(=O)[C@@H]1C(C)C)C(=O)N[C@@H](Cc1ccccc1)C(=O)O (some centres undefined) | i | i | i | i | i | i | i | i | -3 | i | i
O=C(NCc1ccc(Cl)cc1)c1ccc(-n2cccn2)nc1 | i | i | i | i | i | i | i | i | -1 | i | i
COc1ccccc1C(=O)NN1C(=O)C2C3C=CC(O3)C2C1=O (centres undefined) | i | i | i | i | i | i | i | i | 2 | i | i
CCOC(=O)N1CCN(c2nc(C)cc(C(F)(F)F)n2)CC1 | i | i | i | i | i | i | i | i | -3 | i | i
CN(C)c1nc(NCc2ccccc2)nc(N/N=C/c2ccccc2F)n1 | i | i | i | i | i | / | i | i | 22 | i | i
CN1CCN(c2ccc(S(=O)(=O)N3CCCCC3)cc2NC(=O)c2cccc([N+](=O)[O-])c2)CC1 | i | i | i | i | i | i | i | i | -6 | i | i
CSCC(=O)N1CCCC(CO)(CCCc2ccccc2)C1 (centres undefined) | i | i | i | i | i | i | i | i | 5 | i | i
Cc1cc(=O)oc2c1c(C)nn2-c1ccc(Br)cc1 | i | i | i | i | i | i | i | i | -29 | i | i
COCCN1C(=O)N(c2cccc(C)c2)C(=O)C1CC(=O)Nc1ccc(F)cc1 (centres undefined) | i | i | i | / | / | i | i | / | / | / | /
O=C(CN1CCN(S(=O)(=O)c2ccc(Br)cc2)CC1)Nc1ccccc1F | i | i | i | i | i | i | i | i | 10 | i | i
O=C(COCc1cc(-c2ccc3c(c2)OCO3)on1)N1CCCCC1 | i | i | i | i | i | i | i | i | -6 | i | i
Cc1ccc(CS(=O)(=O)c2ncc(Cl)c(C(=O)Nc3nnc(C(C)C)s3)n2)cc1 | i | i | i | i | i | i | i | i | -2 | i | i
NNC(=O)c1n[nH]c2c1CC(C1CCCCC1)CC2 (centres undefined) | i | i | i | / | / | i | i | / | / | / | /
COc1ccc(Cn2c(O)c(/C=N/NC(=O)c3cccnc3)c3ccccc3c2=O)cc1 | / | / | / | i | i | i | / | i | 29 | i | i
CC(C)(C)NC(=O)C(=O)NNC(=O)COc1ccc(Br)cc1 | i | i | i | i | i | i | i | i | 2 | i | i
CCCCOC(=O)Nc1ccc(C(=O)OC)cc1 | i | i | i | i | i | i | i | i | -6 | i | i
COc1ccc(C2C(C(C)=O)=C(C)N=c3s/c(=C\c4ccc5c(c4)OCO5)c(=O)n32)c(OC)c1 (centres undefined) | i | i | i | i | i | i | i | i | 14 | i | i
CCOC(=O)N/N=C\C=C\c1ccco1 | i | i | i | i | i | i | i | i | -4 | i | i
Cc1ccc(C(=O)NCCC(=O)N2CCCC2)cc1 | i | i | i | i | i | i | i | i | -2 | i | i
O=C(Nc1ccccn1)c1ccc(Br)c(S(=O)(=O)N2CCCC2)c1 | i | i | i | i | i | i | i | i | -4 | i | i
O=C(Nc1ccc(C(=O)O)cc1)/C(=C/c1ccc([N+](=O)[O-])cc1)NC(=O)c1ccccc1 | i | i | i | i | i | i | i | i | 8 | i | i
COc1ccc(-c2[nH]ncc2-c2cnn(-c3ccccc3)c2)c(O)c1 | i | 9.4* | i | i | i | i | i | i | -12 | i | i
CCN(CC)c1ccc(NC(=O)Cn2ncc3c(C)n(Cc4ccccc4F)c(C)c3c2=O)c(C)c1 | i | i | i | i | i | i | i | i | 2 | i | i
CCCCNC(=O)CSc1nc2ccccc2n1S(=O)(=O)c1ccc(Cl)cc1 | i | i | i | i | i | i | i | i | 7 | i | i

Additional records follow.
SMILES | MrgX1 antag | MrgX1 allo act | TMEM16A inh | TRPC6 inhibitor | TRPC6 activator | ANO1 activ | MrgX1 ag | TRPC4 potent | SKKanGAS inh | TRPC4 agonist | TRPC4 inh
COc1ccc(N=N/C(=C\O)C(=O)c2ccco2)cc1 | i | i | i | i | i | i | i | i | 4 | i | i
Cc1nc2c(ncn2-c2ccccc2)c(=O)n1NC(=O)CN1CCOCC1 | i | i | i | i | i | i | i | i | 6 | i | i
O=C(CN1CCN(CC(=O)Nc2ccccc2F)CC1)Nc1ccc2c(c1)OCCO2 | i | i | i | i | i | i | i | i | 2 | i | i
Cc1ccc(C2C(=O)N(C3CCC(C)CC3)CC(=O)N2C2CC2)cc1 (centres undefined) | i | i | i | i | i | i | i | i | 1 | i | i
O=C1Nc2ccc(Br)cc2C1=Nc1ccc(-c2nnc3n2CCCCC3)cc1 | i | i | i | i | i | / | i | i | 2 | i | i
COc1cccc(C(c2nnnn2Cc2ccco2)N2CCN(Cc3ccccc3)CC2)c1OC (centres undefined) | i | i | i | i | i | i | i | i | -1 | i | i
CCn1c(NC(=O)Nc2cccc(C)c2C)cc2sccc21 | i | i | i | i | i | i | i | i | 8 | i | i
COc1ccc(C)cc1NC(=O)NNC(=O)c1cc2ccccc2cc1O | i | i | i | i | i | i | i | i | -1 | i | i
Cc1cccc(C)c1NC(=O)Nc1cccs1 | i | i | i | i | i | i | i | i | -5 | i | i
CCCCNC(=O)[C@@H]1CSC2c3ccc(OC)c(OC)c3C(=O)N21 (some centres undefined) | i | i | i | i | i | i | i | i | 1 | i | i
COc1cc(C(F)(F)F)c(C(=O)N(C)Cc2cccc(Cl)c2)cn1 | i | i | i | i | i | i | i | i | 4 | i | i
CCOC(=O)Cc1nnc(Nc2ccc(C)cc2)c2ccccc12 | i | i | i | i | i | i | i | i | 6 | i | i
CCCCC(c1nnnn1CC1CCCO1)N1CCN(c2cc(Cl)ccc2C)CC1 (centres undefined) | / | / | / | i | i | i | / | i | 2 | i | i
COc1ccc(-c2cc(C(=O)N/N=C/c3cccnc3)c3cc(C)cc(C)c3n2)cc1 | i | i | i | i | i | i | i | i | 26 | i | i
O=C1c2ccccc2C(=O)N1CCCCN(C(=O)c1cc2ccccc2oc1=O)c1ccc(Cl)cc1 | i | i | i | i | i | i | i | i | 10 | i | i
COCCN(C(=O)CN1CCc2ccccc2C1)c1c(N)n(Cc2ccccc2)c(=O)[nH]c1=O | i | i | i | i | i | i | i | i | -4 | i | i
O=C(/C=C/c1ccc(F)cc1)NC(=S)Nc1ccccc1O | i | i | i | i | i | i | i | i | -5 | i | i
Cc1c(C)c2ccc(OCC(=O)Nc3ccccn3)cc2oc1=O | i | i | i | i | i | i | i | i | -8 | i | i
COC(=O)Cn1ccc(-c2ccc(Cl)cc2)c(C#N)c1=O | i | i | i | i | i | i | i | i | 10 | i | i
Nc1c(C(=O)OCC2CCCO2)c2nc3ccccc3nc2n1C1CCCCC1 (centres undefined) | i | i | i | i | i | i | i | i | 12 | i | /
COc1cccc(CC2(CO)CCCN(Cc3cn[nH]c3-c3cc(C)ccc3C)C2)c1 (centres undefined) | i | i | i | i | i | i | i | i | -3 | i | i
CCCCn1c(N2CCCC2)nc2c1c(=O)[nH]c(=O)n2C | i | i | i | i | i | i | i | i | 0 | i | i
COc1cc(/C=C/C(=O)OCC(=O)NC(=O)NCc2ccccc2)ccc1OCC#N | i | i | i | i | i | i | i | i | 8 | i | i
O=C(CSC1=NS(=O)(=O)c2ccccc2N1)N1CCCCC1 | i | i | i | i | i | i | i | i | -9 | i | i
Cc1ccc(S(=O)(=O)NNC(=O)C2CCN(Cc3ccccc3)CC2)cc1 | i | i | i | -15* | i | i | i | i | 1 | i | i

New compounds follow.
SMILES | MrgX1 antag | MrgX1 allo act | TMEM16A inh | TRPC6 inhibitor | TRPC6 activator | ANO1 activ | MrgX1 ag | TRPC4 potent | SKKanGAS inh | TRPC4 agonist | TRPC4 inh
N=c1c(S(=O)(=O)c2ccccc2)cc2c(=O)n3ccccc3nc2n1Cc1cccnc1 | i | i | i | i | i | i | i | i | -1 | i | i
COc1ccc(N(C)C(=O)Cc2c(C(=O)O)n(C)c3ccccc23)c(OC)c1 | i | i | i | i | i | i | i | i | -2 | i | i
Cn1c(=O)c(=O)n(C)c2cc(S(=O)(=O)NCCN3CCN(c4ccccc4F)CC3)ccc21 | i | i | i | i | i | i | i | i | -27 | i | i
CC(C)c1ccc2c(c1)C(N1CCN(C)CC1)Cc1cccnc1S2 (centres undefined) | i | i | i | i | i | i | i | i | 10 | i | i
Cc1ccc(C)c(N2CCN(C(=O)CN(C)S(=O)(=O)c3cnc[nH]3)CC2)c1 | i | i | i | i | i | i | i | i | -7 | i | i
COc1ccc2cc3c(N)nn(C(=O)Cc4ccccc4OC)c3nc2c1 | i | i | i | i | i | i | i | i | -1 | i | i
Cc1cccc(NC(=O)c2ccc(N3C(=O)C4CCCCC4C3=O)cc2)c1C (centres undefined) | i | i | i | i | i | i | i | i | 1 | i | i
O=C(NCCc1ccccc1)c1ccc(CS(=O)(=O)Cc2ccc(F)cc2)o1 | i | i | i | i | i | i | i | i | -9 | i | i
CC(C)[C@H](NC(=O)c1ccccc1)C(=O)OCC(=O)NCc1ccc(F)cc1 | i | i | i | i | i | i | i | i | 16 | i | i
COc1cc(OC)c2c(-c3ccccc3)cc(=O)oc2c1C(CCN1CCN(c2ccccc2)CC1)c1ccc(N(C)C)cc1 (centres undefined) | i | i | i | i | i | i | i | i | 14 | i | i
CC(C)C[C@@]12C(=O)N(c3cccc(F)c3)C(=O)N1[C@H](c1ccc(Br)cc1)[C@@H]1C(=O)N(C(C)(C)C)C(=O)[C@@H]12 | i | i | i | i | i | i | i | i | 9 | i | i
COc1ccc(OCc2nnc(SCC(=O)N3C(C)CCCC3C)o2)cc1 (centres undefined) | i | i | i | i | i | i | i | i | 1 | i | i
O=C(O)C/C=C(/NC(=O)OCc1ccccc1)C(=O)OCc1ccccc1 | i | i | i | i | i | i | i | i | -7 | i | i
Cc1ccc(C(=O)N2CCCC2)cc1S(=O)(=O)Nc1ccccc1 | i | i | i | i | i | i | i | i | -1 | i | i
CC1CCc2cccc3c(O)cc(=O)n1c23 (centres undefined) | i | i | i | i | i | i | i | i | -1 | i | i

Screens: PubChem, several laboratories
